Assay outcomes (PubChem)
HIF-2a block: HIF-2a reporter inhibitors, primary screen, luminescence, 786-0 RCC cells | 786-0 RCC cells HIF-2a reporter, luciferase luminescence, overnight | inhibition, % at 18.8 µM | 360,000 tested, 0.72% active | AID 624352, 2012;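 active = inhibition of the luminescence signal of 40% or more relative to plate controls, in a single-dose primary screen at 18.75 µM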
KKLEB cytotox: cytotoxicity in KKLEB CF airway cells, primary screen, cytotoxicity control for CF NF-kB inhibitor project, cell-based, uHTS, fluorescence assay plates; activity change (cytotoxicity), % at 5 µM; 360,000 tested, 0.36% active; KKLEB CF airway cells viability, ATPlite luminescence, overnight; hits give low values; cells stimulated with P. aeruginosa culture filtrate;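 active = corrected activity change at or below -50% at 5 µM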
TRPM1 prom inh: inhibitors of MITF-dependent TRPM1 promoter reporter, primary screen, cell-based, SK-MEL-5, single point, luciferase; SK-MEL-5 TRPM1 promoter luciferase, 24 h; inhibition, % at 12.5 µM; 330,000 tested, 0.83% active;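 active = mean inhibition across replicates of 60% or more, whatever share of single replicates reaches that level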; note: values of inactives mirror those of a sister screen read the other way
NR2E3 ag-1: inhibitors of NR2E3-RetCOR corepressor binding, primary screen, NR2E3 agonist project, biochemical, TR-FRET, GST-NR2E3, biotin-RetCOR. 1536-well. inhibition of corepressor binding, % at 4.78 µM. 320,000 tested, 0.12% active. AID 2300, 2010;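 active = percent inhibition above the cutoff of mean plus 3 SD of all tested compounds, set per screening campaign, cut at about 20% in these data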;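 note: 0% = DMSO wells and 100% = biotin wells as full block of FRET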
Target sequence (Q9Y5X4 whole entry, looked up): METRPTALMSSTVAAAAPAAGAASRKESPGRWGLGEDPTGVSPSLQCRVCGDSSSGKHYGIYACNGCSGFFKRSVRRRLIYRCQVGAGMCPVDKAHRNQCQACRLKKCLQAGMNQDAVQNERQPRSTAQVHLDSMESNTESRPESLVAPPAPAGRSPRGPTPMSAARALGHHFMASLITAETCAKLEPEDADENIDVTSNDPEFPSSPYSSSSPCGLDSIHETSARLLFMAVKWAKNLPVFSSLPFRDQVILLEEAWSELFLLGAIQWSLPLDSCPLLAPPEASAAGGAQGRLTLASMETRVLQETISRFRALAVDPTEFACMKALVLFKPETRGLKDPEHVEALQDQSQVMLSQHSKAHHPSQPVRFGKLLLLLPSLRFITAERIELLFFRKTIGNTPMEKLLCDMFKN
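Material: NR2E3–RetCOR corepressor complex | Quantity: 1.35 nM GST-tagged NR2E3 final | Schedule: 5 h at 4 °C | Replication: Singlicate compound wells | Reagent: RetCOR corepressor, biotinylated, 7 nM | Controls: Biotin wells as high control, 0.6% DMSO wells as low control | Signal: TR-FRET, Eu(K)-anti-GST donor, streptavidin-D2 acceptor, ex 340, em 617/671 nm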
CF NFkB inh: inhibitors of PAF-induced NF-kB signaling, primary screen, cell-based, GFP fluorescence, uHTS; inhibition, % at 5 µM; KKLEB NF-kB-GFP reporter, GFP fluorescence overnight; 360,000 tested, 0.86% active; AID 588850, 2011;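 active = at least 50% inhibition at 5 µM, scaled per plate between neutral and stimulator controls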;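 note: PAF is a Pseudomonas aeruginosa culture filtrate used as stimulus; plate controls were PAF-stimulated DMSO wells for no effect and unstimulated DMSO wells for full effect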
Shn3 3UTR inh: reduction of Shn3 3'UTR firefly luciferase signal, primary screen, Schnurri-3 inhibitor project, cell-based, Clone20 osteoblasts, set 2. 360,000 tested, 0.52% active. Clone20 osteoblast Shn3 3'UTR firefly luciferase, 24 h. inhibition, % at 12.5 µM. AID 588674, 2011;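 active = mean inhibition of at least 75% with every replicate also reaching 75%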;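 note: 0% = median of neutral control wells and 100% = pilot-screen positive control compound; some compounds past the cut are filed as inactive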
EBV LMP1 NFkB: EBV LMP1-driven NF-kappaB luciferase reporter inhibitors, primary screen, cell-based, luminescence, single point | LMP1-induced NF-kappaB luciferase reporter cells | inhibition, % at 12.5 µM | 350,000 tested, 0.69% active; in the data active = inhibition above about 41%;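 note: 0% = neutral control wells and 100% = reference inhibitor control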
Peg3 promoter: Peg3 promoter-driven luciferase inhibitors, primary screen, cell-based, HeLa, luciferase luminescence; HeLa PEG-Prom luciferase reporter, overnight; inhibition, % at 20 µM; 360,000 tested, 1.7% active;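 active = inhibition of at least 50% at 20 µM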
TRAIL sens C8: viability loss with TRAIL in NB7+C8 cells, primary screen, TRAIL sensitizer project, cell-based, ATPlite luminescence; AID 624354, 2012; inhibition (viability loss, TRAIL sensitization), % at 10 µM; 360,000 tested, 1% active;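 active = compounds causing at least 50% loss of cell viability in the single-dose screen, relative to plate controls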
hiPSC survival: enhancers of single-cell hiPSC survival, primary screen, ATPlite luminescence | survival enhancement, % at 20 µM | 100% = ROCK inhibitor wells, 0% = DMSO | AID 602274, 2012 | 360,000 tested, 0.044% active; in the data active = survival enhancement above about 18%;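 note: cells exposed to compounds for 16 hours before the ATP read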
NR2E3 ag-2: NR2E3 agonists in two-hybrid cells, primary screen, cell-based, luminescence, CHO-S, Gal4-NCOR/VP16-NR2E3. Photoreceptor-specific nuclear receptor (Homo sapiens), Q9Y5X4. luciferase. inhibition of corepressor binding, % at 3.98 µM. 360,000 tested, 0.35% active. AID 602229, 2012;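 active = inhibition above the mean of all tested compounds plus 3 SD, cut at about 70% in these data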;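 note: 0% = DMSO with NR2E3 transfected cells and 100% = cells lacking NR2E3 construct; higher means lower luciferase signal from less NR2E3 corepressor binding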
* marks the source's active call; other numbers are inactive results; x = no result given; & = joins results of further samples. A portion of the library; the hit share may differ from the screen's.

SMILES	HIF-2a block	KKLEB cytotox	TRPM1 prom inh	NR2E3 ag-1	CF NFkB inh	Shn3 3UTR inh	EBV LMP1 NFkB	Peg3 promoter	TRAIL sens C8	hiPSC survival	NR2E3 ag-2
COc1ccc(N2C(=O)C(CC(=O)Nc3ccc(F)cc3)N(CCc3ccc(OC)c(OC)c3)C2=O)cc1 (centres undefined)	13	-3	3	0	0	9	-6	13	5	1.0	-14
O=C(NCC1CCCO1)C1c2ccccc2Oc2ccccc21 (centres undefined)	5	8	6	3	-9	-9	-8	6	2	-2.0	7
O=C(CN1CCN(S(=O)(=O)c2ccc(F)c(Cl)c2)CC1)N1CCOCC1	6	13	5	4	-20	4	1	8	-11	-2.0	7
O=C(Nc1cc(Cl)ccc1Cl)c1ccc(OC(=O)c2ccco2)cc1	-101	9	-36	-2	9	15	1	-77	-6	-3.2	16
CC(C)CCN1CCN(CC#Cc2ccccc2)CC1CCO (centres undefined)	18	-1	7	1	7	8	-4	2	5	-2.1	-7
COc1ccc(N2CCN(CCNS(=O)(=O)c3ccc(C)cc3)CC2)cc1	-8	1	7	2	0	13	0	17	10	-0.3	17
COc1ccc(CNC(=O)CNC(=O)CNS(=O)(=O)c2ccc(C)c(C)c2)cc1	13	8	10	1	-3	-11	-8	18	12	1.1	6
Cc1ccc(NC(=O)COC(=O)c2cc(=O)c3ccccc3o2)c(Br)c1	-37	-13	-3	x	0	-17	-1	-18	-6	-0.2	9
COc1ccc(C2Nc3ccccc3C(=O)N2c2ccccc2)cc1COc1ccccn1 (centres undefined)	-95	-7	-16	-1	-3	-8	-14	-103	-5	0.2	-34
O=C(COc1ccccc1Cl)Nc1cnn(Cc2ccccc2)c1	-12	16	-9	-1	-16	11	-3	-8	7	1.2	-20
COc1ccc(Oc2ccc(C(F)(F)F)cc2N)cc1	-143	4	-52	-7	-7	-47	0	-119	12	-0.2	-29
COc1ccc(-c2cnc3c(c2)C(=O)N([C@H](C)CO)C[C@@H](C)[C@@H](CN(C)C(=O)NC2CCCC2)O3)cc1	4	7	x	x	-9	-19	0	-27	-2	0.2	-16
O=C(Nc1ccc2c(c1)CCC2)c1ccc(F)c(S(=O)(=O)N2CCOCC2)c1	-171	-14	-12	3	4	-3	-10	-98	13	-0.8	-36
NC(=O)C1CCN(C2CC(=O)N(c3ccc(F)c(Cl)c3)C2=O)CC1 (centres undefined)	17	2	1	4	-3	-10	-6	11	10	0.1	-1
Cn1c(SCC(=O)O)nnc1-c1ccc(NC(=O)c2ccc(Cl)c(Cl)c2)cc1	2	3	-1	0	-5	6	-4	10	-8	-0.4	6
Cc1cc(NCCCn2ccnc2)n2nc(C)c(-c3ccccc3)c2n1	-203	-23	-64	2	4	-49	-36	-133	27	1.4	-85
CCOc1ccc2nc3cc(N=Nc4ccc(N)nc4N)ccc3c(N)c2c1	11	-2	73*	x	-100	-1	-40	74*	79*	-3.0	1
Cc1cc2c(cc1S(=O)(=O)CCC(=O)N(C)Cc1ccccc1)OCC(=O)N2	5	-1	x	8	18	-20	-6	9	-12	0.7	17
CCn1cc(S(=O)(=O)Nc2ccccc2C(F)(F)F)cn1	9	-7	-1	0	4	12	4	8	0	-0.9	6
CC(=O)Oc1ccc2oc(=O)c3c(c2c1)CCCN3C(=O)CN1CCN(c2ncccn2)CC1	13	10	9	3	-17	13	0	8	-18	-0.1	-9

Only TRPM1 prom inh, CF NFkB inh and KKLEB cytotox, for some of the entries so far:
Compound | TRPM1 prom inh | CF NFkB inh | KKLEB cytotox
COc1ccc(-c2cnc3c(c2)C(=O)N([C@H](C)CO)C[C@@H](C)[C@@H](CN(C)C(=O)NC2CCCC2)O3)cc1 | x | -9 | 7
O=C(Nc1ccc2c(c1)CCC2)c1ccc(F)c(S(=O)(=O)N2CCOCC2)c1 | -12 | 4 | -14

Arranged by count of non-hydrogen atoms (lowest first): 3 of the compounds above.
SMILES	HIF-2a block	KKLEB cytotox	TRPM1 prom inh	NR2E3 ag-1	CF NFkB inh	Shn3 3UTR inh	EBV LMP1 NFkB	Peg3 promoter	TRAIL sens C8	hiPSC survival	NR2E3 ag-2
CC(C)CCN1CCN(CC#Cc2ccccc2)CC1CCO (centres undefined)	18	-1	7	1	7	8	-4	2	5	-2.1	-7
O=C(CN1CCN(S(=O)(=O)c2ccc(F)c(Cl)c2)CC1)N1CCOCC1	6	13	5	4	-20	4	1	8	-11	-2.0	7
CCOc1ccc2nc3cc(N=Nc4ccc(N)nc4N)ccc3c(N)c2c1	11	-2	73*	x	-100	-1	-40	74*	79*	-3.0	1

Next results:
SMILES	HIF-2a block	KKLEB cytotox	TRPM1 prom inh	NR2E3 ag-1	CF NFkB inh	Shn3 3UTR inh	EBV LMP1 NFkB	Peg3 promoter	TRAIL sens C8	hiPSC survival	NR2E3 ag-2
COc1ccc(NC(=O)NC(C)c2ccncc2)cc1OC (centres undefined)	-1	4	-11	9	14	5	-7	13	8	1.0	-3
CCc1ccc(OC2(C)CCN(Cc3ccc(SC)cc3)C2)cc1 (centres undefined)	-6	-2	x	x	-48	20	x	-1	12	-1.1	5
CCOC(=O)C1CCN(C(=O)/C(=C/c2ccccc2)NC(=O)c2ccccc2)CC1	13	1	-5	-5	-8	4	3	0	-10	-0.2	-23
Cc1cc(C(=O)CCC(=O)N2CCN(c3ccccc3O)CC2)c(C)s1	2	-2	8	-2	11	16	-13	8	8	-1.3	-10
CN(Cc1ccccc1)C(=O)COC(=O)c1ccccc1Nc1ccccc1	-4	1	-7	1	2	-7	2	5	-4	0.0	-11
c1ccc(-n2c(Cc3cccnc3)nc3cnccc32)cc1	9	5	-13	0	2	15	-2	-3	6	6.6	-2
N#Cc1c(-c2cccs2)cc(-c2ccccn2)nc1N	-56	2	19	2	-26	9	6	-14	13	-2.2	62
CC1(Cc2ccc(S(C)(=O)=O)cc2)C(=O)Nc2ccc(Cl)cc21 (centres undefined)	0	-2	x	x	-8	-18	x	-3	17	-2.4	-18
CCOc1ccccc1NC(=O)c1ccc(S(=O)(=O)N2CCCCC2)cc1	7	2	11	5	9	6	-10	-10	-9	0.3	-17
Cc1ccccc1Nc1nc(N)nc(CSCC(=O)Nc2cccc(Br)c2)n1	15	-1	-5	-1	6	-8	-4	11	2	0.6	9
CC(=O)c1cc2c(cc1NC(=O)c1cnc(C)cn1)OCO2	-14	8	13	4	-80	-7	-15	-5	-5	-3.0	-7
CCc1cc(=O)oc2cc(C)cc(O)c12	-38	5	1	3	-9	-1	4	-20	-15	1.1	11
Cc1cccc(C)c1NC(=O)C1c2ccccc2Oc2ccccc21	13	11	9	2	0	-11	-1	15	-2	0.1	-6
C/C(N)=C(/C#N)C(=O)CSc1nnc(COc2ccccc2Cl)o1	-31&-36	-8&-6	-11&1	0	26&7	-7&-3	-5&-6	-33&-35	1&-9	-2.9&6.2	7&-14
O=S1(=O)CCN(CCc2ccccc2)CC1	3	-17	x	x	23	-5	-3	7	-35	-0.9	-12
CN(C(=O)c1ccc(NC(=O)Cc2ccc(NC(=O)C3CCCN(C(=O)C4CCCCC4)C3)cc2)cc1)C1CCCC1 (centres undefined)	-1	5	1	x	-8	6	2	-7	-8	3.1	-24
Cn1nc(C(F)(F)F)c(-c2ccc(Br)cc2)c1NC(=O)CSCC(=O)O	18	-6	-1	-3	22	-14	9	8	-5	1.9	-9
Cc1c(C)n(Cc2ccccc2)c2ccc(C(=O)OCCCN(C)C)cc12	-32	-8	12	2	24	-5	-4	-11	8	-0.1	22
Nc1nnc(SCC(=O)Nc2cccc3ccccc23)s1	9	-10	1	0	-1	-9	-11	1	2	0.9	-26
CC(=O)c1ccc(N2CCN(CC(O)COC(c3ccccc3)c3ccccc3)CC2)cc1 (centres undefined)	20	-1	5	1	-11	7	11	17	9	-0.5	-5
COCCCNC(=O)C(=O)NC1CCCCCC1	-30	-4	-14	1	-1	-22	-3	-39	2	0.9	8
Cc1ccccc1NC(=O)Nc1ccc(C(F)(F)F)cc1	-186	0	-37	8	7	3	3	-196	18	-0.5	-88
O=C(CCN1C(=O)c2ccccc2C1=O)Nc1ccc(S(=O)(=O)NC2=NCCCCC2)cc1	11	11	3	2	-7	9	-4	5	-6	-3.1	-28
Cn1c(=O)cc(N2CCCCC2)[nH]c1=O	17	-4	0	1	11	-13	-7	7	-13	3.6	-32
CCOC(=O)C1=C(N)OC2=C(C(=O)CC(C)(C)C2)C1c1ccccc1OCC#N (centres undefined)	14	2	7	-1	-20	8	-2	14	-8	-1.7	-8
COc1ccc(/C(C)=N/NC(=O)CNC(=O)C(c2ccccc2)c2ccccc2)c(OC)c1	3	10	-10	2	-19	5	-5	-7	8	0.9	20
Cc1ccc(C2C(C#N)=C(N)N(c3cccnc3)C3=C2C(=O)CCC3)s1 (centres undefined)	-67	5	0	2	-7	4	5	-21	-2	-0.9	-50
COc1cc(C(=O)Nc2nnc(SCC(=O)NCC3CCCO3)s2)cc(OC)c1OC (centres undefined)	14	1	13	3	8	-16	-5	1	6	-0.1	-21
COc1ccc(NC(=O)CN2CCc3ccccc3C2)cc1	-45	-6	-4	x	-1	-142	8	-12	-20	2.2	-12

Look-ups from the results shown:
TRPM1 prom inh result of Cc1ccccc1NC(=O)Nc1ccc(C(F)(F)F)cc1 reads -37
TRAIL sens C8 result of Cn1c(=O)cc(N2CCCCC2)[nH]c1=O reads -13
CF NFkB inh result of CCOc1ccc2nc3cc(N=Nc4ccc(N)nc4N)ccc3c(N)c2c1 reads -100
hiPSC survival result of Cn1c(SCC(=O)O)nnc1-c1ccc(NC(=O)c2ccc(Cl)c(Cl)c2)cc1 reads -0.4
NR2E3 ag-1 result of O=C(NCC1CCCO1)C1c2ccccc2Oc2ccccc21 (centres undefined) reads 3

TRPM1 prom inh: what is marked active above
Molecule	HIF-2a block	TRPM1 prom inh	NR2E3 ag-1	CF NFkB inh	Shn3 3UTR inh	EBV LMP1 NFkB	Peg3 promoter	NR2E3 ag-2
CCOc1ccc2nc3cc(N=Nc4ccc(N)nc4N)ccc3c(N)c2c1	11	73*	x	-100	-1	-40	74*	1
